CCHFV vOTU inh – CCHFV vOTU protease inhibition. Pep-AMC fluorescence. inhibition, % at 11.5 µM. hit rate 0.55% among 370,000. AID 651958; in the data active means inhibition above about 30%; further: 0% = vehicle wells with enzyme and 100% = no enzyme wells
BoNT-F LC inh – BoNT F light chain protease inhibition | AID 588497 | inhibition, % at 10 µM | hit rate 0.22% among 360,000 | Multiplex microsphere protease cleavage assay, flow cytometry; in the data active means inhibition above about 35%, passing the limit was not always enough; inconclusive means no clear call, values can overlap the other calls; further: plate controls were buffer without enzyme for full effect and enzyme alone for no effect
BoNT-A LC inh2 – BoNT A light chain protease inhibition. multiplex microsphere protease substrate cleavage, flow cytometry. inhibition, % at 10 µM. hit rate 0.17% among 360,000. AID 588499; further: plate controls were buffer without enzyme for full effect and enzyme alone for no effect
3CLpro inhibitor – SARS-CoV 3CLpro protease inhibition. recombinant SARS-CoV 3CLpro, quenched FRET peptide cleavage. inhibition, % at 6 µM. hit rate 0.14% among 290,000; in the data active means inhibition above about 12%
PrPC surface inh – inhibitors of human cell surface prion protein PrPC; inhibition, % at 13.8 µM; AID 720596; P04156; TR-FRET read-out; hit rate 0.43% among 370,000; in the data active means inhibition above about 24%; further: 0% = median of the test wells and 100% = reference compound wells
VHR inh abs – blocks human VHR1 dual specificity phosphatase. recombinant VHR phosphatase, pNPP absorbance. inhibition, % at 13.3 µM. hit rate 0.52% among 290,000; in the data active means inhibition above about 50%; further: some compounds called inactive have numbers as strong as hits
Target sequence (P51452 whole entry, looked up): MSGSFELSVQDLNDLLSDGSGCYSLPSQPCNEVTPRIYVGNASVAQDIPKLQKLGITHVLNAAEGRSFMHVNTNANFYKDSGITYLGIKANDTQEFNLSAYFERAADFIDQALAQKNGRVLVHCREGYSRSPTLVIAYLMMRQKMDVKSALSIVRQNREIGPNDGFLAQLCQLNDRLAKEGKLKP
Rv3671c inh – Rv3671c (M. tuberculosis) protease inhibition; inhibition, % at 5.96 µM; hit rate 0.048% among 320,000; P9WHR9; in the data active means inhibition above about 38%;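 further: extracellular domain of Rv3671c used as enzyme; 0% = enzyme with DMSO and 100% = no enzyme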
Target sequence (P9WHR9 whole entry, looked up, the tested form may be a part): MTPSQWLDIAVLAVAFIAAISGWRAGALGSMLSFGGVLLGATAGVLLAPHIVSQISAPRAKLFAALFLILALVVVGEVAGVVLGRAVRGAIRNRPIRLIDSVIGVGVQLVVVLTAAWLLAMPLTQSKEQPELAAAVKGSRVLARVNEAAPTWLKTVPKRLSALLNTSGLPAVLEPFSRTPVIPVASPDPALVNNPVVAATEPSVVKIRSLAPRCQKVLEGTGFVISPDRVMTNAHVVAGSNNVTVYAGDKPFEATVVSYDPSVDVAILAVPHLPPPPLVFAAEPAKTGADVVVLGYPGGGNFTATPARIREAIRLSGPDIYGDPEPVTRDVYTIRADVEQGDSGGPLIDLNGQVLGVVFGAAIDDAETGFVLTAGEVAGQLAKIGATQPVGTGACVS
MazF activator – activators of E. coli MazEF toxin-antitoxin RNase | P0AE70 | hit rate 0.32% among 350,000 | FAM/BHQ RNA-DNA oligo cleavage fluorescence, 5 h | activation, % at 20 µM | AID 504720; in the data active means activation above about 50%
Target sequence (P0AE70 whole entry, looked up): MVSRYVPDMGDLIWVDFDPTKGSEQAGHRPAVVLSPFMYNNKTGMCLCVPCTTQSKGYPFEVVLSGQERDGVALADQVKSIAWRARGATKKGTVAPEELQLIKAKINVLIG
SSB-PriA inh – K. pneumoniae PriA-SSBct interaction inhibition. inhibition, % at 33 µM. AlphaScreen SSBct-PriA binding, biotinylated peptide. hit rate 0.6% among 430,000; in the data active means inhibition mostly above about 37%, no sharp cut-off; inactive means mostly below about 20%;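 further: plate controls were negative control peptide for no effect and reference peptide for full effect; strong numbers were not always called active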
Anthrax LF inh2 – inhibitors of Bacillus anthracis lethal factor protease | P15917 | multiplex microsphere protease cleavage assay, LF | inhibition, % at 10 µM | hit rate 0.12% among 360,000 | AID 588501; further: plate controls were buffer without enzyme for full effect and enzyme alone for no effect
Active calls of the source: *; ? = inconclusive; . = not tested or not shown; & = joins results of further samples. Unless noted, no stated cut-off is given here; in the data, active means inhibition above about 30%; inconclusive means no clear call, values can overlap the other calls; inactive means below that. An excerpt; count on the stated rates, not on these rows.

SMILES | CCHFV vOTU inh | BoNT-F LC inh | BoNT-A LC inh2 | 3CLpro inhibitor | PrPC surface inh | VHR inh abs | Rv3671c inh | MazF activator | SSB-PriA inh | Anthrax LF inh2
COc1ccc(C2(CNC(=O)CCC(=O)O)CCCC2)cc1OC | 3.3 | 4.4 | 2.9 | 2.8 | 7.5 | 3.0 | 6.7 | 6.4 | -5.4 | -3.1
CCOC(=O)c1cc(-c2ccccc2)nn1-c1ccccn1 | 8.4 | -8.3 | 1.0 | 1.0 | -7.6 | 2.0 | -9.9 | -4.1 | -10.8 | 1.7
CCCc1nc2oc3c(NCCN4CCOCC4)ncnc3c2c2c1CCCC2 | -1.5 | -0.4 | 0.3 | . | -1.9 | 47.6 | -2.7 | 11.0 | 5.3 | -4.7
O=C(O)c1cc(-n2[nH]c(=O)c3ccccc3c2=O)ccc1Cl | 14.2 | 0.9 | -0.2 | -1.9 | 2.1 | -6.8 | 0.1 | 2.4 | -2.1 | -1.7
CCC(CO)Oc1cc(NCc2ccc(C(F)(F)F)cc2)c2ncn(C(C)C)c2c1 (centres undefined) | 7.3 | -1.1 | -0.1 | . | -1.3 | . | 1.9 | -5.8 | 19.5 | -4.9
Cc1cc(C)c[n+](-c2nc([O-])sc2C=O)c1 | 7.3 | 17.1 | 0.5 | 1.5 | -19.4 | 16.6 | 0.4 | 7.5 | 3.1 | 2.3
CC(C)(C)c1ccc(OCC(=O)O)cc1 | -6.5 | -11.4 | -0.1 | -2.0&3.9 | -1.3 | 5.0&31.5 | 9.1 | -8.6 | -7.0 | -2.7
Cc1cc(C)cc(NC(=O)CSc2ccccc2)c1 | -7.8 | 5.1 | -0.4 | 1.7 | 6.5 | 38.3 | 2.2 | -0.4 | -9.2 | -2.4
COc1ccc(NC(=O)CC2SC(=NCC3CCCO3)NC2=O)c([N+](=O)[O-])c1 (centres undefined) | -11.3 | -2.1 | 0.0 | 0.0 | -24.8 | 10.6 | 1.5 | 2.1 | 11.8 | 4.6
c1ccc(OCCOCCSc2ncccn2)cc1 | 0.4 | -1.2 | 0.2 | -2.3 | -1.9 | 23.5 | -8.8 | 2.5 | 0.6 | 0.3
N#Cc1ccccc1COC(=O)CCC(=O)c1cccs1 | 7.9 | -6.0 | 0.3 | . | -0.2 | . | -2.6 | 9.0 | -10.1 | -7.8
CCn1c(SCC(=O)OC(C)C)nnc1-c1cccc(Cl)c1 | -1.9 | -18.7 | -4.4 | 4.8 | 6.0 | 25.4 | 5.4 | -3.5 | 7.0 | -3.2
C[C@@H]1C2CC(C/C2=N\NC(=O)c2ccncc2)C1(C)C (some centres undefined) | 10.4 | 2.8 | 1.6 | 10.2 | -0.6 | 3.7 | -1.6 | -4.7 | . | 2.4
COc1cc(/C=N/Nc2nc3ccccc3[nH]2)ccc1O | 8.1 | -19.6 | -0.5 | 0.8 | -0.1 | 12.6 | 11.3 | -1.6 | . | -6.0
C[C@H](CO)N1C[C@H](C)[C@H](CN(C)S(=O)(=O)c2cccs2)Oc2ccc(NC(=O)Nc3ccc4c(c3)OCO4)cc2CC1=O | 3.8 | -8.7 | 0.0 | . | 3.9 | . | -1.1 | 3.2 | 11.5 | -5.0
CC(NC(=O)NNC(N)=S)(C(F)(F)F)C(F)(F)F | 6.5 | ? | 2.9 | -0.7 | 5.3 | -14.2 | -8.1 | 6.5 | -9.5 | -9.1
CCOc1ccc(OCC(=O)NCCS(=O)(=O)N2CCN(c3ccc(F)cc3)CC2)cc1 | 5.5 | 1.3 | 1.9 | -0.8 | -3.1 | -7.0 | 7.1 | 9.7 | -5.5 | 1.2
O=C(NCCN1CCOCC1)c1cc(-c2ccccc2Cl)on1 | -19.1 | 3.3 | 3.7 | 0.8 | -5.9 | -34.7 | 3.7 | 4.2 | 5.8 | 9.4
Oc1ccc(Nc2nc(-c3ccccc3O)nc3ccccc23)cc1 | 16.0 | ? | 0.5 | -0.7 | -0.9 | 16.5 | . | 15.9 | 3.9 | -1.0
O=C(C1c2ccccc2Oc2ccccc21)N1CCN(c2ccc(Cl)cc2)CC1 | 0.7 | -32.5 | -2.5 | -0.1 | -9.4 | -5.5 | -6.2 | -0.7 | -6.2 | -3.1
CCCCOC(=O)COc1ccc(Cl)cc1Cl | 5.2 | -1.5 | -0.1 | . | 11.9 | . | -8.6 | 5.5 | -40.1 | -4.5
Cc1ccc(S(=O)(=O)N2CC3(C)CN(S(=O)(=O)c4ccc(C)cc4)CC(C)(C2)C3=O)cc1 | 5.8 | 2.8 | 2.8 | 3.3 | -4.8 | 29.7 | -5.0 | -9.6 | -16.9 | -2.8
Cc1cc(C)cc(OCC(=O)Nc2ccc3c(c2)C(=O)c2ccccc2C3=O)c1 | 8.4 | -6.5 | 0.6 | 0.6 | -2.5 | 25.6 | -9.6 | -0.5 | 11.5 | -1.0
O=C(Nc1ccc2ccccc2c1)/C(=C/c1cccc(Br)c1)NC(=O)c1ccco1 | -8.0 | -4.3 | -0.2 | 4.9 | -3.5 | 1.5 | -63.6 | -19.8 | 17.0 | -0.4

Next part, overlapping the part above by 3 compounds.
SMILES | CCHFV vOTU inh | BoNT-F LC inh | BoNT-A LC inh2 | 3CLpro inhibitor | PrPC surface inh | VHR inh abs | Rv3671c inh | MazF activator | SSB-PriA inh | Anthrax LF inh2
Cc1ccc(S(=O)(=O)N2CC3(C)CN(S(=O)(=O)c4ccc(C)cc4)CC(C)(C2)C3=O)cc1 | 5.8 | 2.8 | 2.8 | 3.3 | -4.8 | 29.7 | -5.0 | -9.6 | -16.9 | -2.8
Cc1cc(C)cc(OCC(=O)Nc2ccc3c(c2)C(=O)c2ccccc2C3=O)c1 | 8.4 | -6.5 | 0.6 | 0.6 | -2.5 | 25.6 | -9.6 | -0.5 | 11.5 | -1.0
O=C(Nc1ccc2ccccc2c1)/C(=C/c1cccc(Br)c1)NC(=O)c1ccco1 | -8.0 | -4.3 | -0.2 | 4.9 | -3.5 | 1.5 | -63.6 | -19.8 | 17.0 | -0.4
Cc1cc(=O)n2nc(N3CCCC(C(=O)NCCc4ccc(Cl)cc4)C3)sc2n1 (centres undefined) | 1.6 | 0.8 | -0.7 | 1.9 | 20.0 | -20.1 | 1.6 | 6.8 | -2.9 | -3.0
COc1cc(C(=O)OCC(=O)NC2CCCCC2)cc2c1OCCO2 | -10.3 | 5.6 | -0.2 | . | -0.3 | . | -2.2 | -35.0 | -1.1 | 7.7
CC1(C)CC2CC(C)(CN2CC(O)COc2ccccc2)C1 (centres undefined) | -7.7 | 3.3 | -0.4 | 0.2 | 9.3 | 15.5 | 1.6 | -27.5 | -0.4 | -4.7
COc1cccc(Oc2ccc(C(F)(F)F)cc2NC(=O)C2=COCCO2)c1 | 19.6 | -6.0 | 1.9 | -1.3 | -13.1 | -9.1 | -6.8 | -4.1 | -8.0 | -2.4
CCCCn1c(=N)n(CC(=O)c2ccco2)c2ccccc21 | 5.7 | -4.6 | 0.0 | 2.7 | -2.8 | 9.1 | 2.7 | -5.5 | -4.8 | -6.4
CC1CN(C(=O)COC(=O)c2ccc3ncsc3c2)CC(C)O1 (centres undefined) | 0.2 | -6.9 | -0.3 | . | -12.3 | . | -3.1 | -18.3 | -2.3 | -1.0
O=C(NCc1ccccc1)c1ccc(C(=O)NCc2ccccc2)cc1 | 8.9 | -1.0 | -0.4 | . | -5.1 | . | . | 6.3 | 7.0&-3.4 | 0.6
Cn1nnnc1CCOCCc1nnnn1C | 2.8 | -18.4 | -0.3 | 1.4 | -7.0 | 4.2 | -1.6 | -1.7 | -4.4 | -0.6
O=C(/C=C/NNC(=O)c1ccccc1)c1ccccc1 | -1.4 | -3.1 | -0.6 | 5.1 | -8.2 | 51.6* | -6.0 | 1.2 | -8.3 | 0.8
O=C(c1csc2c1CCCC2)N1CCN(c2cccc(C(F)(F)F)c2)CC1 | 19.8 | -1.8 | 0.1 | 6.1 | 5.9 | 14.6 | -5.2 | -5.9 | 1.3 | -12.9
COCCn1c(-c2ccccc2)csc1=Nc1cccnc1 | -13.1 | -0.9 | -0.7 | 5.3 | 9.0 | 21.9 | 7.0 | 2.2 | 42.5 | 7.0
CS(=O)(=O)Cc1ccc(C(=O)NCC2(N3CCCCC3)CCCCC2)cc1 | -18.2 | 1.1 | 1.1 | -1.2 | -4.4 | 18.7 | -5.5 | -12.5 | -0.4 | 0.5
CC(=O)C1CCC2C3CC(C)C4=CC(=O)CCC4(C)C3C(=O)CC12C (centres undefined) | 1.3 | -1.3 | 0.2 | . | -1.7 | . | . | 11.3 | -1.4 | -2.6
Cc1ccc(NC(=O)CSc2nc3c(cc2C#N)C(=O)CCC3)cc1S(=O)(=O)N(C)C | 4.8 | 11.2 | 2.4 | -1.3 | -5.3 | -8.3 | -12.6 | 17.6 | -5.1 | -1.5
COc1cc(OC)cc(C(=O)NCCCCc2ccccc2)c1 | -1.7 | 0.4 | -0.8 | . | 15.0 | . | 0.3 | -4.3 | -20.8 | -4.7
CCC(=O)N1c2ccc(S(=O)(=O)CCC(=O)Nc3nccs3)cc2CC1C (centres undefined) | 12.2 | 6.6 | 0.7 | 2.9 | -0.5 | 34.3 | 1.4 | -5.0 | 0.1 | 0.5
COc1cccc(NC(=O)c2ccnc(N3CCC(C(=O)NCc4cc(OC)ccc4OC)CC3)c2)c1 | . | -6.8 | 0.6 | -1.1 | . | 8.0 | -13.7 | -2.5 | -5.3 | 2.5
CC(=O)c1ccc(NC(=O)CN(C)CC(=O)Nc2cccc(F)c2)cc1 | -3.5 | 2.1 | 0.2 | 1.8 | -4.5 | 8.2 | 1.6 | -5.7 | -4.8 | -2.0
CCOC(=O)N1CCC(Nc2c(NCCN3CCN(Cc4ccccc4)CC3)c(=O)c2=O)CC1 | . | 1.9 | 2.5 | -0.8 | . | -9.0 | 4.4 | 1.2 | -5.3 | 1.0
COc1ccc(CSC2=CS(=O)(=O)c3ccccc3N2)cc1 | -4.7 | 3.3 | -0.1 | -0.4 | 5.2 | 36.1 | -5.5 | 2.2 | -1.4 | 2.1
CC1CN(c2ccc(Cl)cc2)c2nc3c(c(=O)[nH]c(=O)n3C)n2C1 (centres undefined) | -1.7 | 5.8 | 1.4 | -7.5 | 37.7* | 21.0 | . | 7.9 | -17.5 | 16.5
COc1ccc([C@H]2C(C(=O)O)=C[C@@H](CC3CCCC3)N2S(=O)(=O)c2ccc(C)cc2)cc1OC | 7.5 | 0.8 | 0.6 | . | -1.1 | . | 4.9 | 9.2 | 0.4 | 4.5
COc1cccc(CNCCNC(=O)c2ccco2)c1OC | 9.0 | -0.7 | 1.1 | -3.5 | -4.1 | -65.3 | -8.6 | 2.1 | -5.4 | -0.9
COc1ccc2[nH]c(=O)c(CN(C(C)=O)c3cccc(C)c3)cc2c1 | -15.1 | -23.9 | -0.8 | 3.0 | -1.6 | 3.4 | -5.7 | -0.8 | 0.2 | 2.6
N#Cc1ccc(C(c2nnnn2C2CCCC2)N2CCC(Cc3ccccc3)CC2)cc1 (centres undefined) | -16.4 | 20.9 | -0.6 | 0.2 | 0.5 | 30.7 | -9.4 | -3.1 | -10.3 | 4.2
Cc1nc2nc(C)c(CCC(=O)N3CCc4ccccc43)c(C)n2n1 | 12.9 | 9.6 | 4.3 | -1.2 | 1.1 | 26.1 | -3.5 | 4.2 | -15.1 | 2.1
COCCCNC(=O)C1C2C=CC3(CN(Cc4ccc(C)cc4)C(=O)C13)O2 (centres undefined) | -13.8 | -0.6 | -1.0 | -7.0 | -3.3 | 39.1 | 2.1 | 2.1 | -1.4 | -2.3
CC1(CCc2ccccc2)NC(=O)N(CC(=O)N2CCCCCC2)C1=O (centres undefined) | 8.0 | 3.9 | 2.8 | . | 1.1 | . | -3.7 | 8.3 | -6.5 | -1.5
CC(OC(=O)CNC(=O)c1ccc(Cl)cc1)C(=O)NC1CCCCC1C (centres undefined) | -7.2 | 15.2 | 2.4 | . | 5.6 | . | -5.3 | 9.1 | -9.3 | -4.0
N#CCCCSc1nnc(CSc2nc3ccccc3s2)n1-c1ccccc1 | 10.0 | -7.1 | 0.1 | 3.9 | 12.3 | 11.8 | -10.8 | -2.6 | 5.1 | -2.3
CCOC(=O)c1ccc(NC(=O)CSCC(=O)OCC(=O)c2ccccc2)cc1 | 0.3 | 13.6 | 2.8 | -2.7 | 0.2 | -4.7 | -5.9 | 2.9 | -4.7 | 2.0
